SMN2 splice up – qHTS Assay for Enhancers of SMN2 Splice Variant Expression; AID 1458, 2008; hit rate 2.8% among 210,000; HEK293 SMN2-luciferase splicing reporter, luminescence, 30-36 h; Potency, µM (highest dose often 46.1 µM), for the others: at the highest dose activity change, positive = activation, most hits filed as activators; further: % of control where 0% means no effect; nearly all actives have a fitted effect of over 55% in size
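HEK293 cells carry an SMN2 […]–luciferase reporter in which exon 7 inclusion puts luciferase in frame. Cells were plated 10-12 h before compound addition, then incubated 30-36 h at 37C. ONE-Glo luminescence was read; sodium butyrate at 4.5 mM final served as control.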
Epigenetic reg – Quantitative High-Throughput Screen for Regulators of Epigenetic Control; murine LDR cells, GFP reporter derepression, 30 h; Potency, µM (series often up to 53.9 µM), inactives show top-dose GFP activation, hits mostly activators; hit rate 0.2% among 280,000; further: % of control where 0% means no effect; nearly all actives have a fitted effect of over 60% in size
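Murine LDR cells carrying a silenced, genomically integrated CMV-driven GFP reporter were exposed to compound for 30 hours at 37 C. After PBS washes, GFP-positive cells (20–120 um objects) were counted by laser-scanning microplate cytometry.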
Active calls of the source: *; ? = inconclusive; [ ] = dose if it differs, or a comment. The call rests on the fitted dose curve; in most records, active means well fitted curve in the direction sought with a large enough effect; inconclusive means small, poorly fitted or top-dose-only effect, or another doubt; inactive means no such curve, though single readings can be large; an effect the other way counts as inactive or inconclusive. Potency means the concentration at half of the fitted maximal effect. A portion of the library; count on the stated rates, not on these rows.

Compound | SMN2 splice up | Epigenetic reg
COc1ccccc1CNS(=O)(=O)c1c(C)nc2scc(C)n2c1=O | 11% | 3.0%
CC1=C(C(=O)Nc2ccccc2)C(CC(C)C)n2nc(SCc3ccccc3C)nc2N1 (stereo not drawn) | 0% | -0.6%
CCOc1cc(OCC)cc(C(=O)Nc2cccc(-c3nc4ccccc4[nH]3)c2)c1 | -48%[inhibitor] | -0.5%
COc1ccc(C(=O)Nc2ccc3oc(-c4cccc5c(Br)cccc45)nc3c2)cc1 | -4% | -1.6%
CN(C)S(=O)(=O)N(CC(=O)NCCSc1ccccc1)c1ccccc1 | -2% | -0.1%
CCOC(=O)c1cnc2c(C)cc(C)cc2c1NCCc1ccc(OC)c(OC)c1 | -5% | -0.9%
N#Cc1cccc(NC(=O)C2CCN(c3ncccn3)CC2)c1 | 3% | -1.1%
Cc1ccc2ncc(C(=O)NC(C)c3ccccc3)c(=O)n2c1 (stereo not drawn) | 3% | 0.0%
O=C(NCCCN1CCN(c2ccccc2)CC1)c1nnc(Cc2c(F)cccc2Cl)o1 | -16% | 7.3%
Cc1cccc(Oc2nc3c(C)cccn3c(=O)c2/C=C(\C#N)c2nc3ccccc3s2)c1 | 2% | -1.0%
CCCSc1ncc(Cl)c(C(=O)Nc2sc3c(c2C(=O)NCCOC)CCCC3)n1 | 0% | ?
COc1cccc(NC(=O)Cn2c(=O)n(CCc3ccccc3)c(=O)c3c4c(sc32)CN(C(C)=O)CC4)c1 | 16% | 2.4%
COc1ccc(C(=O)c2c(N)c(C(=O)Nc3cccc(OC)c3)c3ccccn23)cc1 | 10% | -3.9%
Cc1ccc(C)c(NC2=C(c3ccc(C(F)(F)F)cc3)C(=O)c3ccccc32)c1 | -2% | 2.8%
CCOc1ccc2nc(N3CCC(C(=O)Nc4cc(C)ccc4C)CC3)sc2c1 | 5% | 4.1%

The list goes on:
Compound | SMN2 splice up | Epigenetic reg
COc1ccc(C2CC(=O)c3cc(-c4nc(-c5ccc(C)cc5)cs4)c(=O)[nH]c3C2)cc1 (stereo not drawn) | -12% | 0.0%
COc1ccccc1NC(=O)Cn1c(=O)n(-c2cccc(Cl)c2)c(=O)c2c1c1cc(C)ccc1n2C | -2% | 11%
COc1nnc(-c2ccc(N3CCCCC3)c(NC(=O)c3ccccc3)c2)c2ccccc12 | 1% | 0.0%
COC(=O)c1ccc(NC(=O)CCc2c(C)nc3c(c(C)nn3C(C)(C)C)c2C)cc1 | 0% | 2.2%
N#C/C(=C\c1ccc(-c2cc(Cl)ccc2Cl)o1)C(=O)Nc1ccccc1C(=O)O | -1% | 0.3%
CCOC(=O)c1cnc2c(C)c(Cl)ccc2c1NCCc1ccccc1 | -10% | -2.4%
CCOc1ccc(/C=C/c2nc(C#N)c(N3CCN(c4ccc(OC)cc4)CC3)o2)cc1 | -6% | -4.3%
Cc1cc(C)cc(NC(=O)CSc2oc(-c3ccco3)nc2S(=O)(=O)c2ccccc2)c1 | -1% | 2.4%
CCOC(=O)COc1ccc(-c2nnn(CC(=O)Nc3ccccc3)n2)cc1 | 18% | ?
CC1(c2ccc(Cl)cc2)CC(C)(C)N(C(=O)c2ccccc2)c2ccccc21 (stereo not drawn) | -47%[inhibitor] | 0.8%
COc1ccc(-c2nc(SCC(=O)Nc3ccc4c(c3)OCCO4)c(-c3ccc(C)cc3)[nH]2)cc1OC | -5% | 0.5%
CC(C)OCCCNC(=O)c1ccc2c(c1)N(Cc1c(F)cccc1Cl)C(=O)c1ccccc1S2 | -7% | 7.0%
CCOc1ccc(N(CC)C(=O)c2cc3c(s2)-c2ccccc2OC3)cc1 | -28% | 0.0%
O=C(CCS(=O)(=O)c1cc(Br)cc2c1N(C(=O)C1CC1)CC2)Nc1ccc(F)cc1 | 24% | 6.9%
O=C1OC(C(=O)Nc2cc(C(F)(F)F)ccc2Cl)Cc2ccccc21 (stereo not drawn) | -13% | -2.5%

Next section.
Compound | SMN2 splice up | Epigenetic reg
Cc1cccc(C)c1NC(=O)Cn1c(=O)n(Cc2ccc(C(=O)NCc3ccco3)cc2)c(=O)c2sccc21 | -2% | 11%
CC(C)c1ccc(Nc2c(-c3ccsc3)nc3ccc(Cl)cn23)cc1 | 0% | -0.7%
CSc1nc2sc3c(c2c(=O)n1-c1ccccc1)CCC(C(C)(C)C)C3 (stereo not drawn) | 3% | -3.8%
COc1ccc(-n2c(=O)c3sc4ccccc4c3n(C)c2=O)cc1 | 2% | 2.7%
COc1cc(OC)cc(C(=O)Nc2ccc(S(=O)(=O)Nc3onc(C)c3C)cc2)c1 | 5% | 12%
CC(C)C(NS(=O)(=O)c1ccc2c(c1)oc(=O)n2C)C(=O)NCc1ccccc1 (stereo not drawn) | -1% | -0.3%
Cc1ccc(NC(=O)c2cnn3c(C(F)F)cc(-c4ccccc4)nc23)c(C)c1 | 3% | -0.1%
Cc1ccc(C(=O)c2cn(Cc3ccccc3C)c3nc(C)ccc3c2=O)cc1 | -5% | -1.8%
COc1ccc(N(C(=O)c2ccc(C(C)(C)C)cc2)S(=O)(=O)c2ccc(Cl)cc2)cc1 | -36%[inhibitor] | -1.6%
COc1ccc(CNC(=O)c2cc3c(=O)oc4ccc(C)cc4c3s2)c(OC)c1 | 2% | -1.1%
COc1cc2ccccc2cc1C(=O)Nc1ccc2oc(-c3cccc(C)c3)nc2c1 | -8% | -0.8%
O=C(Nc1cc(C(F)(F)F)ccc1Cl)c1cc(-c2cccs2)nc2ccccc12 | -3% | 1.0%
O=C(Cn1cccc1C(=O)c1ccccc1)NCc1ccccc1Cl | ? | -1.3%
COc1cccc(CNC(=O)c2ccc3nc(N4CCCCC4)sc3c2)c1OC | 10% | 0.8%
CCOc1ccc(NC(=O)CN(c2ccccc2OCC)S(=O)(=O)c2ccccc2)cc1 | -27% | -0.8%

Overlap with the part before: seven entries, then new ones.
Compound | SMN2 splice up | Epigenetic reg
COc1ccc(N(C(=O)c2ccc(C(C)(C)C)cc2)S(=O)(=O)c2ccc(Cl)cc2)cc1 | -36%[inhibitor] | -1.6%
COc1ccc(CNC(=O)c2cc3c(=O)oc4ccc(C)cc4c3s2)c(OC)c1 | 2% | -1.1%
COc1cc2ccccc2cc1C(=O)Nc1ccc2oc(-c3cccc(C)c3)nc2c1 | -8% | -0.8%
O=C(Nc1cc(C(F)(F)F)ccc1Cl)c1cc(-c2cccs2)nc2ccccc12 | -3% | 1.0%
O=C(Cn1cccc1C(=O)c1ccccc1)NCc1ccccc1Cl | ? | -1.3%
COc1cccc(CNC(=O)c2ccc3nc(N4CCCCC4)sc3c2)c1OC | 10% | 0.8%
CCOc1ccc(NC(=O)CN(c2ccccc2OCC)S(=O)(=O)c2ccccc2)cc1 | -27% | -0.8%
COc1cccc(NC(=O)Cn2c(=O)n(Cc3ccc(F)cc3)c(=O)c3sc4ccccc4c32)c1 | -15% | 3.9%
CCOC(=O)c1c(-c2ccccc2)csc1NC(=O)c1nc(S(=O)(=O)CC)ncc1Cl | 1% | -1.9%
COc1cccc(C(=O)N2CCC(C(=O)Nc3cccc(Cl)c3)CC2)c1 | -12% | 0.6%
COc1ccc(N(CC(=O)Nc2cccc(Cl)c2C)S(=O)(=O)c2c(C)nn(C)c2C)cc1 | -36% | 0.3%
Cc1ccnc(NS(=O)(=O)c2ccc(NC(=O)C(C)(C)Oc3ccc(Cl)cc3)cc2)n1 | 5% | 2.0%
COc1cc2c(-c3ccccc3Cl)nc3c(c(C)nn3-c3ccccc3)c2cc1OC | -6% | -1.6%
Cc1ccc(NC(=O)c2c(C)oc3ccc(O)c(CN4CCCCC4)c23)cc1 | -2% | -1.0%
CC(C)(C)c1ccc(C(=O)N2CCC(c3noc(-c4ccc(S(=O)(=O)N5CCCC5)cc4)n3)CC2)cc1 | -11% | -2.2%
COC(=O)c1ccc(Cn2c(SCc3cccc(C)c3)nc3ccncc32)cc1 | -91%[inhibitor] | 0.0%
O=c1c2cccnc2n(Cc2ccc(Cl)cc2)c(=O)n1Cc1ccc(F)cc1 | 2% | 0.0%
COC(=O)c1nnn(-c2ccc(Cl)cc2)c1C(=O)OC | 14% | 2.0%
COc1cccc(-c2ccnc3[nH]n(-c4ccccc4)c(=O)c23)c1 | 13% | -1.1%
Cc1cccc(C(=O)Nc2c(-c3ccccc3)nc3cc(C)ccn23)c1 | 7% | -2.4%
CCOC(=O)CC(NC(=O)c1cc2cc(OC)ccc2oc1=O)c1ccc(OC)cc1 (stereo not drawn) | 17% | -1.1%
CC(C)CS(=O)(=O)c1oc(-c2ccc(F)cc2)nc1S(=O)(=O)c1ccccc1 | 12% | 1.9%

The list goes on.
Compound | SMN2 splice up | Epigenetic reg
CCN1CCc2nc3sc(C(=O)Nc4cccc(Cl)c4C)c(N)c3cc2C1 | 14% | -1.1%
COc1ccc2[nH]c3c(c2c1)CCN(C(=O)CCC1CCCC1)C3c1ccc(F)cc1 (stereo not drawn) | ? | -2.0%
Cc1ccccc1NC(=O)c1cc2sccc2n1Cc1ccc(F)cc1 | -12% | -3.3%
Cc1c(CCC(=O)N2CCCCC2)c(=O)oc2cc3occ(C(C)(C)C)c3cc12 | 2% | 2.7%
CCOc1ccc(OCC)c(NC(=O)C2CCCN(S(=O)(=O)c3ccc(C)cc3)C2)c1 (stereo not drawn) | -7% | -0.1%
CCOC(=O)N1CCN(c2ncc3c(n2)CC(c2ccc(Cl)cc2)CC3=O)CC1 (stereo not drawn) | 4% | 0.0%
Cc1cc(C)nc(NS(=O)(=O)c2ccc(NC(=O)c3cc(=O)c4ccc(C)c(C)c4o3)cc2)n1 | 3% | -1.9%
COc1ccc(NC(=O)C2CCN(c3nc(-c4ccc(OC)c(OC)c4)no3)CC2)cc1Cl | 19% | -1.3%
CCOc1ccc(CCNC(=O)c2nnc(Cc3cc(OC)c(OC)c(OC)c3)o2)cc1OCC | -13% | -0.9%
COc1cccc(-c2nc(SCC(=O)Nc3ccc4c(c3)OCCO4)c(-c3ccc(C)cc3)[nH]2)c1 | -24% | -1.5%
CCOc1ccc(NC(=O)CN2C(C(=O)OC)=C(c3ccccc3)c3cc(Cl)ccc3S2(=O)=O)cc1 | -4% | -1.8%
Cc1cccc(NC(=O)CSc2nc(-c3ccco3)cc(C(F)(F)F)n2)c1C | -3% | 14%
COCCNC(=O)c1c(NC(=O)c2cc(=O)c3cc(C)cc(C)c3o2)sc2c1CCCC2 | -2% | -1.9%
CCOc1ccc(S(=O)(=O)N(CC(=O)NCCSc2ccc(C)cc2)c2ccccc2)cc1 | -6% | 2.8%
CCCn1c2ccc(F)cc2c2nnc(SCCN3CCCCC3)nc21 | 5% | 0.0%

2 compounds picked at random from the list so far, as already listed:
Compound | SMN2 splice up | Epigenetic reg
COc1cccc(-c2nc(SCC(=O)Nc3ccc4c(c3)OCCO4)c(-c3ccc(C)cc3)[nH]2)c1 | -24% | -1.5%
Cc1c(CCC(=O)N2CCCCC2)c(=O)oc2cc3occ(C(C)(C)C)c3cc12 | 2% | 2.7%

Following part.
Compound | SMN2 splice up | Epigenetic reg
N#CC1=C(N)N(c2cccc(Cl)c2)C2=C(C(=O)CCC2)C1c1cc(CN2CCOCC2)cs1 (stereo not drawn) | 10% | 3.2%
CCCc1ccc(S(=O)(=O)N2CCC(Oc3ccc(-n4cnnn4)cc3)CC2)cc1 | -6% | -4.6%
Cc1ccc2c(=O)cc(C(=O)Nc3ccc(S(=O)(=O)Nc4ncccn4)cc3)oc2c1C | 6% | 0.0%
COc1ccccc1N1CCN(CCCNC(=O)c2nnc(Cc3c(F)cccc3Cl)o2)CC1 | -26% | 1.2%
COc1ccc(OC)c(N(C)S(=O)(=O)c2ccc3c(c2)NC(=O)CC(=O)N3)c1 | -18% | -1.2%
Cc1c(NC(=O)c2cc(-c3ccc(Cl)c(Cl)c3)on2)c(=O)n(-c2ccccc2)n1C | -5% | 0.8%
CCOc1ccc(Nc2nc(C)c(NC(=O)c3cccc(F)c3)c(Nc3ccc(OCC)cc3)n2)cc1 | 10% | 16%
Cc1ccc2nc(-c3ccc(C)s3)c(Nc3ccc4c(c3)OCCO4)n2c1 | 13µM* | 17%
COc1ccc2c(c1)sc1ncc(C(=O)NCc3ccccc3F)c(=O)n12 | 1% | 0.8%
Cc1ccc(C)c(N2CCN(C(c3ccc(F)cc3)c3nnc(-c4ccccc4)o3)CC2)c1 (stereo not drawn) | -10% | 0.0%
COc1cccc(-c2cc(C(=O)Nc3ccc4c(c3)OCO4)no2)c1 | -5% | -0.9%
Cc1ccc(C)c(CN2C(=O)C3(c4ccccc42)N(c2cccc(C(F)(F)F)c2)C(=O)CS3(=O)=O)c1 (stereo not drawn) | 0% | -1.8%
COc1ccc(NC(=O)CSc2c3c(nc4ccc(Cl)cc24)CCCC3)cc1Cl | -4% | 3.2%
Cc1ccc2cc3c(N)nn(C(=O)c4cccc(F)c4)c3nc2c1 | -9% | 8.7%
CCOC(=O)c1cccc(NC(=O)c2cc3cc4cc(OC)ccc4nc3s2)c1 | -8% | 11%
O=C(Cn1ncc2c3ccccc3n(Cc3ccc(Cl)cc3)c2c1=O)N1CCCCCC1 | -1% | -0.7%
CCc1ccccc1NC(=O)C1CCN(c2nn3c(=O)cc(C)nc3s2)CC1 | 9% | -3.2%
CC1CCCN(CCCNC(=O)c2cn(C)c3ccc(S(=O)(=O)N(C)C4CCCCC4)cc3c2=O)C1 (stereo not drawn) | 6% | -0.9%

Assay outcomes as filed in PubChem.
